# MITF primary – MITF inhibitors, primary screen, biochemical, AlphaScreen, human; Microphthalmia-associated transcription factor (Homo sapiens), O75030; AlphaScreen MITF homodimerization, bead proximity signal; inhibition, % at 2.6 µM; 650,000 compounds, 0.91% hits; AID 1259374, 2018; in the data active = inhibition above about 50%;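 note: 0% = vehicle wells with protein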
# Target sequence (O75030 whole entry, looked up): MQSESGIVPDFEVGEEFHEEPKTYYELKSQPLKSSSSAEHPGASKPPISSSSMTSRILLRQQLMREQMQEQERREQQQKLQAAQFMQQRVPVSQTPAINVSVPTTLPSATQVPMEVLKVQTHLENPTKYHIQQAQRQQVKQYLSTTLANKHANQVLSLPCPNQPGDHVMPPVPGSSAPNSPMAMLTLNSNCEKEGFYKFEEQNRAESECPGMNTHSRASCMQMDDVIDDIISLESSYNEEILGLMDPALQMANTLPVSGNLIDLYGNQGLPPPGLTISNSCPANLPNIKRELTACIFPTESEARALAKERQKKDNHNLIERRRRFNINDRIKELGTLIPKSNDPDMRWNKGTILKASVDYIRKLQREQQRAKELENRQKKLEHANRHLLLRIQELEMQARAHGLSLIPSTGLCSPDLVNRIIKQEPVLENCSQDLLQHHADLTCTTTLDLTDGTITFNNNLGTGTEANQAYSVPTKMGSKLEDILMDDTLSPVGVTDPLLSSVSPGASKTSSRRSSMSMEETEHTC
# FBW7 activator – FBW7 E3 ligase activators, primary screen, biochemical, AlphaScreen, human | F-box/WD repeat-containing protein 7 (Homo sapiens), Q969H0 | AlphaScreen FBW7–phospho-cyclin E peptide binding, activator screen | normalized activity (activation), % at 26.1 µM | 650,000 compounds, 0.13% hits | AID 1259310, 2017; in the data active = normalized activity above about 1.9%;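 note: purified mutant Fbw7 with reduced substrate affinity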
# TEAD-YAP inh – TEAD-YAP interaction inhibition, primary screen, TEAD-YAP interaction inhibitor project, luminescence, HEK-TIYL cells; TEAD-Gal4/YAP UAS-luciferase luminescence; 640,000 compounds, 1.4% hits; AID 1259422, 2018; inhibition, % at 9.12 µM; in the data active = inhibition above about 32%;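 note: 0% = median of test compound wells and 100% = reference inhibitor wells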
# GPR151 activ – activators of human GPR151, primary screen, cell-based, PathHunter beta-arrestin, luminescence; G-protein coupled receptor 151 (Homo sapiens), Q8TDV0; PathHunter beta-arrestin GPR151 cells; activation, % at 11.2 µM; 650,000 compounds, 1% hits; in the data active = activation above about 4.9%;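 note: 0% = median of compound wells and 100% = cells with positive control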
# Target sequence (Q8TDV0 whole entry, looked up): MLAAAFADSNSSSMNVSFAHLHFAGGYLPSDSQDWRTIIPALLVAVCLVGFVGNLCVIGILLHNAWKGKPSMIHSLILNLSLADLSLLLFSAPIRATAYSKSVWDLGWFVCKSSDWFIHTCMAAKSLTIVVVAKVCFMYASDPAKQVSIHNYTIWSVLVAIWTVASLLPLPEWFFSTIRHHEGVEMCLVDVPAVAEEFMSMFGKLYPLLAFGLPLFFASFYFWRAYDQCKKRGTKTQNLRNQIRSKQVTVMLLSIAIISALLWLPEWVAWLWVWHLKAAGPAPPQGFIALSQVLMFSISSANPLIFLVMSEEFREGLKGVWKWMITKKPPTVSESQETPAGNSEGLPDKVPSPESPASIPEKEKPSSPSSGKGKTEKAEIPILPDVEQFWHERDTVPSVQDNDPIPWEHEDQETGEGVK
# Numbers without * were called inactive; nt = no result given.
SMILES,MITF primary,FBW7 activator,TEAD-YAP inh,GPR151 activ
O=C(Nc1cccc2ccc(-n3ccnc3)nc12)c1ccc2c(c1)OCO2,-1,0.0,4,2.5
Cc1ccc(Cn2nnc3c(=O)[nH]c(C4CCN(C(=O)c5cccs5)CC4)nc32)cc1,4,-0.1,6,0.5
Nc1ccc(NS(=O)(=O)c2c(Cl)cccc2Cl)cc1,0,-0.1,6,0.2
O=C(Cn1c(=O)oc2cc(S(=O)(=O)N3CCCCC3)ccc21)N1CCc2ccccc21,-1,-0.4,8,0.6
COc1cc(/C=C2\SC(N3CCCC3)=NC2=O)cc(OC)c1OC,-5,-0.1,-3,-0.2
O=C1C2CCCN2C(c2ccc([N+](=O)[O-])cc2)N1c1cccc(Cl)c1 (stereo not given),20,0.1,-4,-1.8
CS(=O)(=O)N(CC(=O)Nc1cccc([N+](=O)[O-])c1)c1cccc2ccccc12,-6,-0.1,-5,0.1
COc1ccc(-c2nc(-c3ccccc3Cl)no2)cc1[N+](=O)[O-],-6,0.1,-6,0.2
CC(C)(C)C1CCC(C(=O)Nn2cnc3ccccc3c2=O)CC1 (stereo not given),1,-0.2,-46,0.3
Cn1cccc1CC(=O)NNS(=O)(=O)c1ccc(Cl)cc1F,-2,-0.1,0,0.1
O=C1c2ccccc2C(Nc2ccccc2F)N1c1cccnc1 (stereo not given),-3,-0.2,0,-1.0
O=C1N[C@@H](CSCc2ccccc2)C(=O)N2CCN(C(=O)NC3CCCCC3)C[C@H]12,65*,-0.3,9,4.0
N#Cc1cccc(S(=O)(=O)Nc2ccc(-n3cnnn3)cc2)c1,15,0.1,-1,1.1
Cc1ccccc1-c1nc(SCC(=O)Nc2ccccc2)n[nH]1,16,0.1,3,-2.4
O=C(Nc1ccc(Cl)c([N+](=O)[O-])c1)c1cc(-c2cccc(Br)c2)nc2ccccc12,2,-0.2,8,1.1
CN1C(=O)c2ccc(C(=O)Nc3ccccc3[N+](=O)[O-])cc2C1=O,13,0.6,1,-1.1
CN(Cc1nc(-c2ccccn2)no1)C1CCOC1 (stereo not given),3,0.3,-10,0.2
O=C1CSC(c2cccc(Cl)c2Cl)N1C1CCCCC1 (stereo not given),9,1.1,3,-1.4
CCN(C(=O)c1ccc([N+](=O)[O-])cc1)c1c(C)n(C)n(-c2ccccc2)c1=O,7,0.0,-4,-0.4
CC(C)N(Cc1nc(-c2ccccc2)no1)C(=O)c1cc([N+](=O)[O-])ccc1Cl,4,-0.3,-2,-0.3
Cc1cc2cc(CNS(=O)(=O)c3ccccc3)ccc2n1C,6,0.9,-2,-1.0
CC1=C(C(=O)Nc2cccnc2)C(c2cccc([N+](=O)[O-])c2)n2nnnc2N1 (stereo not given),-1,-0.2,-3,1.1
CN(CC(=O)NCCN1CCCC1)c1nnc(N2CCCC2=O)s1,-8,-0.1,2,-0.9
COc1ccc(-c2ncc(C)c(NCCO)n2)cn1,18,0.1,1,-2.1

# Already shown: two of the compounds above.
SMILES,MITF primary,FBW7 activator,TEAD-YAP inh,GPR151 activ
CN(CC(=O)NCCN1CCCC1)c1nnc(N2CCCC2=O)s1,-8,-0.1,2,-0.9
COc1ccc(-c2ncc(C)c(NCCO)n2)cn1,18,0.1,1,-2.1

# Next section:
SMILES,MITF primary,FBW7 activator,TEAD-YAP inh,GPR151 activ
CC1Oc2ccccc2N(CC(=O)O)C1=O (stereo not given),-9,0.0,-3,-0.8
NC(=O)c1c(NC(=O)CCSc2ccc(F)cc2)sc2c1CCCC2,8,0.1,1,7.1*
O=C(Cc1csc(NC(=O)c2ccccc2)n1)Nc1ccc(F)c(F)c1,2,0.0,5,0.9
O=C(c1ccc(N2CCC3(CC2)OCCO3)c([N+](=O)[O-])c1)N1CCc2ccccc21,8,0.0,2,1.6
C[C@H]1Cc2c(COc3ccccc3)nc3c(c2CO1)CN(C(=O)C1CC1)CC3,15,0.0,nt,-2.1
CCN(CC)C(=O)CN(c1cc(Cl)ccc1C)S(=O)(=O)c1ccccc1,-5,-0.2,3,-1.0
CCn1cc(C(=O)NN)c(=O)c2cc(F)c(N3CCOCC3)cc21,-1,0.1,7,0.4
S=C(NCc1ccco1)Nc1ccc(Cl)cn1,5,-0.2,4,1.8
Cc1ccc(NC(=O)c2cc3n(n2)C(C(F)(F)F)CC(c2ccccc2)N3)cc1C (stereo not given),3,0.3,2,-1.7
CC(C(=O)N1CCN(c2ccccc2)CC1)n1ncn2cccc2c1=O (stereo not given),15,-0.1,5,1.1
COc1ccccc1C1(O)CCN(CC(=O)NCCc2nc3ccccc3[nH]2)CC1,9,0.0,-3,-1.3
CCN(Cc1ccccc1)C(=O)Cn1ncc2c(=O)oc3ccccc3c21,11,0.0,1,-0.1

# In a second layout: 13 of the compounds above.
compound	MITF primary	FBW7 activator	TEAD-YAP inh	GPR151 activ
O=C1CSC(c2cccc(Cl)c2Cl)N1C1CCCCC1 (stereo not given)	9	1.1	3	-1.4
CCN(C(=O)c1ccc([N+](=O)[O-])cc1)c1c(C)n(C)n(-c2ccccc2)c1=O	7	0.0	-4	-0.4
CC(C)N(Cc1nc(-c2ccccc2)no1)C(=O)c1cc([N+](=O)[O-])ccc1Cl	4	-0.3	-2	-0.3
Cc1cc2cc(CNS(=O)(=O)c3ccccc3)ccc2n1C	6	0.9	-2	-1.0
CC1=C(C(=O)Nc2cccnc2)C(c2cccc([N+](=O)[O-])c2)n2nnnc2N1 (stereo not given)	-1	-0.2	-3	1.1
CN(CC(=O)NCCN1CCCC1)c1nnc(N2CCCC2=O)s1	-8	-0.1	2	-0.9
COc1ccc(-c2ncc(C)c(NCCO)n2)cn1	18	0.1	1	-2.1
CC1Oc2ccccc2N(CC(=O)O)C1=O (stereo not given)	-9	0.0	-3	-0.8
NC(=O)c1c(NC(=O)CCSc2ccc(F)cc2)sc2c1CCCC2	8	0.1	1	7.1*
O=C(Cc1csc(NC(=O)c2ccccc2)n1)Nc1ccc(F)c(F)c1	2	0.0	5	0.9
O=C(c1ccc(N2CCC3(CC2)OCCO3)c([N+](=O)[O-])c1)N1CCc2ccccc21	8	0.0	2	1.6
C[C@H]1Cc2c(COc3ccccc3)nc3c(c2CO1)CN(C(=O)C1CC1)CC3	15	0.0	nt	-2.1
CCN(CC)C(=O)CN(c1cc(Cl)ccc1C)S(=O)(=O)c1ccccc1	-5	-0.2	3	-1.0

# Next part:
SMILES,MITF primary,FBW7 activator,TEAD-YAP inh,GPR151 activ
CCNC(=O)CN1C(=O)NC(C)(c2ccc(OC(F)F)cc2)C1=O (stereo not given),8,0.0,5,3.6
CCN(CC)CCNC(=O)c1nnc(-c2ccc3c(c2)OCO3)o1,10,0.0,3,0.1
CC(C)OC(=O)c1c(NC(=O)c2cc3nc(-c4ccc(Br)cc4)cc(C(F)(F)F)n3n2)sc2c1CCCC2,11,-0.1,-5,0.5
CC(C)(C)c1ccc2c(c1)C1c3ccc(C(C)(C)C)cc3C2C2C(=O)N(c3ccccc3)C(=O)C12 (stereo not given),4,0.0,13,0.0
Cc1cc(C)c(S(=O)(=O)Nc2ccc(Br)cc2)cc1S(=O)(=O)Nc1ccc(Br)cc1,18,0.0,13,0.1
CC(=O)Nc1nnc(SCc2cc(=O)c(OC(=O)c3ccc(C)cc3)co2)s1,-6,-0.1,0,-0.2
CCOC(=O)c1ccc(NC(=O)COc2ccc3ccccc3c2)cc1,11,0.0,12,0.7
COc1ccc(C(=O)/C=C/Nc2ccccc2O)cc1,-16,-0.1,-59,-1.9
COc1ccc(C2CC(=O)C3=C(C2)Nc2ccccc2NC3c2ccc(OC)cc2)cc1 (stereo not given),-2,0.0,-3,2.3
COCc1[nH]nc2c1C(c1ccc(OCC(N)=O)c(OC)c1)C(C#N)=C(N)O2 (stereo not given),-5,0.0,-11,-0.8
COc1cccc(CC(=O)N2CC[C@@H]3[C@H](CCCN3C(=O)C(OC)c3ccccc3)C2)c1 (stereo not given in full),-4,-0.2,4,1.7
COc1ccccc1/C=C/CN1CCc2nnc(CNC(=O)C3CCOC3)n2CC1 (stereo not given),12,0.2,14,0.9
CCOC(=O)c1c(NC(=O)c2ccccc2C)sc2c1CCC(C)C2 (stereo not given),6,-0.1,0,0.9
CCNc1nc(NCC)n2c(SCC(=O)Nc3ccccc3)nnc2n1,7,0.0,7,1.1
FC(F)(F)c1cccc(Nc2nc(-c3cccnc3)cs2)c1,14,1.0,-13,0.3
COc1cc(CCCO)cc(-c2cc(CCCO)cc(OC)c2O)c1O,-2,0.1,-6,-1.8
COc1ccc(CCNc2ncnc3c2oc2ccccc23)cc1OC,4,0.0,46*,4.4
O=C(Nc1ccc(S(=O)(=O)N2CCc3ccccc32)cc1)C1CCCO1 (stereo not given),17,0.1,11,-0.6
O=C(COC(=O)CCNS(=O)(=O)c1ccc(Cl)cc1)Nc1ccc(Cl)cn1,-4,-0.1,6,-1.3
COc1cccc(N2CC(NC(=O)N3CCN(c4ccc(C(C)=O)cc4)CC3)CC2=O)c1 (stereo not given),11,-0.1,-7,3.0
CCOc1ccccc1C(=O)NNc1cc(=O)n(C)c(=O)n1C,1,0.5,2,-1.6
CCc1ccc(C2C(C(=O)OC)=CN(C3CC3)C=C2C(=O)OC)s1,-32,0.3,-20,0.0
CCc1c(C(=O)N(C)Cc2nc(C)cs2)c(=O)cc(C)n1CC1CCCN1CC (stereo not given),9,0.1,-1,0.7
Cc1cccc(OCC(=O)Nc2ccc(-c3nc4ccccc4o3)cc2)c1C,9,0.1,-5,-1.1
O=S(=O)(c1cccc(F)c1)N1CCN(c2ncnc3c2nnn3Cc2ccccc2)CC1,15,0.6,6,-0.6
Cn1cc(-c2ccc3cnc(Nc4ccc(-n5cnc(N6CCOCC6)n5)cc4)nc3n2)cn1,13,0.1,80*,-0.5
COc1ccc(OC)c(NC(=O)Nc2nnc(N3CCCCC3)s2)c1,9,0.3,-8,-0.5
c1ccc2c(c1)OCC(c1nc(-c3ccc(-c4cn[nH]c4)cc3)no1)O2 (stereo not given),-2,0.0,-40,4.4
CCOc1cc(C2C(C(=O)OC(C)C)=C(C)NC3=C2C(=O)CC(c2cccs2)C3)cc([N+](=O)[O-])c1O (stereo not given),-4,-0.1,5,1.0
COc1cc(OC)cc(-c2cc(N)n(S(=O)(=O)c3ccccc3)n2)c1,4,0.9,-6,0.1
Cc1c(N(C)C(=O)c2ccccc2)c(=O)n(-c2ccccc2)n1C,2,0.0,2,1.0
COc1ccccc1NC(=O)c1c(C(=O)Nc2ccccc2)sc2nc(C)cc(=O)n12,0,0.0,-8,-1.6
C=CCN(c1ccccc1)S(=O)(=O)c1ccc2[nH]cc(C(=O)NCCc3ccccc3)c(=O)c2c1,0,0.0,2,-2.3
O=C(/C=C/c1cccs1)c1ccc(Br)cc1,-2,-0.1,-19,0.1
O=C(CSCC(=O)Nc1ccc2nc(SCc3ccccc3)sc2c1)Nc1ccc2ccccc2c1,0,-0.1,0,0.7
COc1cc2c(cc1OC)C(COc1ccc(F)cc1)N(C(=O)c1ccc(F)cc1)CC2 (stereo not given),1,-0.1,-12,-1.5
Cc1cccc(NC(=S)N(Cc2ccccn2)Cc2ccccc2Cl)c1,11,-0.1,-8,0.0
O=C(Cn1nnc2ccccc2c1=O)NCc1ccc2c(c1)OCO2,1,-0.1,-20,-0.7
COc1ccc(C2C(C(=O)OC3CCCCC3)=C(C)NC3=C2C(=O)CC(c2ccc(Cl)cc2)C3)cc1OC (stereo not given),3,0.3,8,0.6
N#Cc1ccccc1NC(=O)C1CCCN1S(=O)(=O)c1ccc(Cl)s1 (stereo not given),-3,0.0,1,-1.5
O=C(Nc1ccc(Oc2ccccc2)cc1)c1ccnc(-c2cccs2)c1,57*,-0.1,6,-1.3
COc1cccc(C2=NOC(C(=O)N3C(C)CCCC3C)C2)c1OC (stereo not given),2,-0.3,-23,0.8
CCCn1c(=O)c(C(=O)NCc2ccco2)c(O)c2ccccc21,10,0.5,-5,3.4
O=c1/c(=C\c2ccccc2OCc2ccccc2)sc2nc3ccccc3n12,3,0.0,4,1.1
COc1ccc(/C=C/C(=O)NCCSc2ccccn2)cc1,3,0.1,-6,-0.7
COc1ccccc1C(=O)N/C(=C\c1ccc([N+](=O)[O-])cc1)C(=O)Nc1ccc(C)c(Cl)c1,7,0.0,0,2.2
Cc1c(N=Cc2cc([N+](=O)[O-])ccc2N2CCCCCC2)c(=O)n(-c2ccccc2)n1C,-8,0.0,1,0.1
COc1cccc(NC(=O)/C=C/c2ccc(Cl)cc2)c1,-5,-0.1,nt,-6.1
CC1=NNC(=O)C1CC(=O)N/N=C/c1cccc2ccccc12 (stereo not given),-1,0.2,5,2.3
CSc1nc2ccc(NC(=O)COc3ccccc3F)cc2s1,2,0.2,-18,-1.6
O=C(Nc1ccc(Br)cc1)NC1(C(F)(F)F)Oc2ccccc2O1,9,0.6,-10,0.2
COC(=O)c1ccc2c(=O)n(Cc3ccccc3)c(SC(C(=O)NCc3ccccc3)C(=O)NCc3ccccc3)nc2c1,5,0.3,-2,-0.6
O=C(Nc1ccc(-c2nc3ccccc3c(=O)o2)cc1)c1ccccc1F,-5,0.1,-8,2.4
Cc1onc(-c2ccccc2)c1C(=O)NCC1Cc2cc(Cl)cc(-c3cnccn3)c2O1 (stereo not given),0,0.0,0,1.3
Cc1ccc(OCC(=O)N/N=C/c2ccccc2[N+](=O)[O-])cc1C,-3,-0.1,-6,-1.5
Cc1ccc2oc(=O)c3cnn(CC(=O)NCCN(C)C4CCCCC4)c3c2c1,-2,-0.2,-6,0.6
CCN(CC)CC(=O)Nc1sc(C)cc1C(=O)c1ccc(Cl)cc1,-4,0.1,2,-0.3

# Compound activity as filed in PubChem.

# Rows were taken by chance (roughly 3.4% active in at least one column).
